Source: PubChem BioAssay
FEN1 inhibitor = blocks human flap endonuclease 1; Recombinant FEN1 flap cleavage, fluorescence, 15 min; 0.35% of 390,000 active; P39748; Potency, µM (highest dose often 114 µM), inactives show top-dose activity change, negative = inhibition, most hits filed as inhibitors; active = well fitted inhibition curve with a large enough effect; inconclusive = small, poorly fitted or top-dose-only effect; inactive = no such curve, though single readings can be large or run the other way; also: nearly all actives have a fitted effect of over 65% in size
Target sequence (P39748 whole entry, looked up): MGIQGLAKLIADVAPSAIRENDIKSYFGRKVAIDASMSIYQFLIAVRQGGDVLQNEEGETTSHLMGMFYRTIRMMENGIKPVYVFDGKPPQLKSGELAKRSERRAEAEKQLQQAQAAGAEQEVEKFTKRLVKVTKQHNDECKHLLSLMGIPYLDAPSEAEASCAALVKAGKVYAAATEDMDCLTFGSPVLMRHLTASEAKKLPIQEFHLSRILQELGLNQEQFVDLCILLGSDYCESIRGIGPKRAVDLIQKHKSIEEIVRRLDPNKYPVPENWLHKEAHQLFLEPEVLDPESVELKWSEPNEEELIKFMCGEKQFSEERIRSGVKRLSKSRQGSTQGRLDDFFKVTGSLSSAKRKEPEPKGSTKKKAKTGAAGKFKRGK
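Read-out was taken twice, immediately and after 15 min, following addition of 50 nM substrate to 10 nM FEN1 that had sat with test compound for 15 min at room temperature. Curves came from a four-parameter Hill model.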
An asterisk follows results filed as active; ? = inconclusive; & = joins results of further samples. % is scaled to controls: 0 for no effect and ±100 for the full control effect; potency is read from the fitted curve at half-maximal effect. This is a subset (hit frequency here may not be typical).

SMILES | FEN1 inhibitor
CC(C)(C)n1ncc2c(=O)n(Cc3ccc(C#N)c(F)c3)cnc21 | -2.6%
COc1ccc(-c2c(C#N)c(N)nc3c2c(=O)n(C)c(=O)n3C)cc1Cl | 0.6%
C(=C\c1ccnc2ccccc12)/c1cccnc1 | 8.3%
O=C(O)c1cccc2c1-c1ccc(Cl)cc1C2 | 3.8%
CN(C(=O)c1cccc(NC(=O)Cc2cccc(NC(=O)C3CCCN(C(=O)C4CCCC4)C3)c2)c1)C1CC1 (stereo not drawn) | 13.3%
O=C1C=C(NS(=O)(=O)c2ccccc2)C(=O)c2ccccc21 | -5.7%
Cc1ccccc1C(=O)NCC(=O)c1ccccc1 | 0.0%
C/C(CC(=O)Nc1c(Cl)cccc1C(F)(F)F)=N\NC(=O)c1cnccn1 | 3.3%
Cc1cc(=O)[nH]c(NN=Cc2c(Cl)cccc2Cl)n1 | -8.4%
C[C@H]1CC[C@]2(O[C@H](CCO)C[C@H](O)[C@H]2O)O1 | -1.7%
CCCOc1ccc(C(=O)NCC2OCCc3ccccc32)cc1 (stereo not drawn) | -4.4%
O=C(Nc1nc2n(n1)C(c1ccccc1)C=C(c1ccc(Cl)cc1)N2)c1ccco1 (stereo not drawn) | -33.9%
Cc1cn(CC(=O)NCC2CCCO2)c(=O)[nH]c1=O (stereo not drawn) | 11.5%
Nc1nc(SCc2ccccn2)c2ncn(C3OC(CO)C(O)C3O)c2n1 (stereo not drawn) | 12.5%
Cc1cc(C)c2nc(SCC(=O)Nc3ccccc3N3CCOCC3)c(C#N)cc2c1 | 4.3%
COc1cc2nc(N3CCCN(C)CC3)nc(NC(C)C)c2cc1OC | -7.4%
Clc1ccc2c(SCC3CO3)c3ccccc3nc2c1 (stereo not drawn) | 4.0%
COc1ccc(C=NNC(=O)CCCC(=O)NN=Cc2ccc(OC)c(OC)c2)cc1OC | 1.8%
O=C(O)CCC1(C(=O)O)CCC(=O)c2ccccc21 (stereo not drawn) | 8.9%
Cc1ccnc(NC(=O)c2cccc(NC(=O)c3ccc(Cl)c(Cl)c3)c2)c1 | 8.2%
Nc1ccccc1N1C(=O)c2cccc3cccc(c23)C1=O | -2.9%
CC(OC(=O)c1ccccc1OCCOc1ccccc1)C(=O)Nc1ccc(Br)cc1 (stereo not drawn) | -22.2%
O=C(COc1ccc(Br)cc1)NNC(=O)Cc1ccc(S(=O)(=O)N2CCOCC2)s1 | 8.3%
CCCCCCCCCCCCCCCCOC(=O)N1CCN(/[N+]([O-])=N/Oc2ccc([N+](=O)[O-])cc2[N+](C)=O)CC1 | 8.5%
CC(C)(C)OC(=O)N1CCC(CC2CC(c3ccccc3)=NO2)(C(=O)O)CC1 (stereo not drawn) | 14.2%
CCOc1ccc2[nH]cc(C(=O)N3CCN(C4CCCCC4)CC3)c(=O)c2c1 | 11.7%
CCc1ccc(C(=O)CC2(O)C(=O)N(CCc3ccccc3)c3ccc(Cl)cc32)cc1 (stereo not drawn) | -29.1%
CN1CCN(C(=O)c2ccc3c(=O)n(CCc4ccccc4)c(=S)[nH]c3c2)CC1 | 4.8%
COc1ccc(C(=O)n2cnc3ccccc32)cc1Br | -8.9%
CCN(C(=O)COC(=O)CCOc1cc(C)ccc1C)c1c(N)n(Cc2ccccc2)c(=O)[nH]c1=O | 23.9%
Cc1nc(N)nc(N)c1-c1ccc(Cl)c(Cl)c1 | -2.4%
COc1cc(OC)c2c3c(c(C4CCCCC4)nc2c1)CCC3 | 0.8%
NC(=NCCc1ccccc1)NC(=O)c1cc(Cl)ccc1O | -11.8%
COc1ccc(NC(=O)N(CCCN2CCOCC2)Cc2cccnc2)c(OC)c1 | 0.6%
COc1cccc(COc2ccc3c(C)c(Cc4ccccc4)c(=O)oc3c2)c1 | 5.5%
CC[C@]1(C(=O)OC)[C@H]2C(=O)N(C)C(=O)[C@H]2[C@H]2CN(C)C(=NCc3ccccc3)N21 | -2.9%
CCN(CC)CCCNc1nc2ccccc2c2[nH]c3ccc(OC)cc3c12 | 3.55µM*
Cc1ccnc(N=O)c1 | 50.1µM*
O=C(C1=C(O)C(=O)N(CCN2CCOCC2)C1c1ccccc1)c1cccs1 (stereo not drawn) | 0.3%
COc1ccc(-c2ccc3c(N)c(C(=O)NCc4ccc(Cl)cc4)sc3n2)cc1 | -1.4%
OCCNc1nc(Nc2ccccc2C(F)(F)F)nc(N2CCCC2)n1 | 0.3%
Cc1ccc(NS(=O)(=O)c2ccc(NC(=O)c3ccccc3C(=O)O)cc2)cc1C | 0.4%
CCCCN(C(=O)C1CC(=O)N(CCc2ccc(OC)c(OC)c2)C1)c1c(N)n(CC(C)C)c(=O)[nH]c1=O (stereo not drawn) | -21.0%
CC1CCN(c2ccc3c(c2)S(=O)(=O)c2ccccc2C3=O)CC1 | 8.1%
CN(c1ccccc1)c1ccc(/C=C(/CCC(=O)O)c2nc3ccccc3s2)cc1[N+](=O)[O-] | 50.1µM*
C(COC1CC2CC1C1C2CC2OC21)OC1CC2CC1C1C2CC2OC21 (stereo not drawn) | -1.5%
N#CCCCCn1ccc(NC(=O)c2ccc(Cl)cc2O)n1 | -0.8%
O=C1c2cccc3c2N(CCC3)C(=O)C1(F)c1ccccc1 (stereo not drawn) | 0.6%
Cc1cccc(Oc2nc3c(c(=O)n(C)c(=O)n3C)n2Cc2ccccc2)c1C | -4.9%
COC(=O)C1CN(Cc2ccccc2)C(=O)C1=O (stereo not drawn) | -20.3%

Continuation:
SMILES | FEN1 inhibitor
COc1cc(C(=O)Nc2nnc(CC(C)(C)C)s2)cc(OC)c1OC | -27.6%
CCOC(=O)C(CC)Sc1ncnc2sc3c(c12)CCCC3 (stereo not drawn) | -18.1%
CC(C)CSc1nc(N)nc2c1ncn2C1OC(CO)C(O)C1O (stereo not drawn) | 2.0%
O=C(O)c1ccc(-c2noc(-c3cccc(C(F)(F)F)c3)n2)cc1 | -4.1%
CCNC(=O)c1ccc(=O)n(Cc2ccc(Cl)cc2Cl)c1 | 11.4%
COc1ccc(Cl)cc1NS(=O)(=O)c1cccc(C(=O)NC2CCN(Cc3ccccc3)CC2)c1 | -14.4%
COc1cc(/C=C2/OC(=O)c3cc([N+](=O)[O-])ccc32)cc(OC)c1OC | -3.8%
CCN(CC)/[N+]([O-])=N/OCOC(=O)Cc1c(C)n(C(=O)c2ccc(Cl)cc2)c2ccc(OC)cc12 | -21.0%
CC(=O)NC(Cc1ccc(O)cc1)C(=O)NCC(N)C(=O)c1ccccc1 (stereo not drawn) | 9.2%
CCN1C[C@@H]2[C@@H]3C(=O)N(C)C(=O)[C@@H]3[C@](C)(C1=O)N2C(=O)c1ccc(C(F)(F)F)cc1 | -0.9%
Cc1cccc2c(N=NC(=O)C(C)n3cnc4ccccc4c3=O)c(O)[nH]c12 (stereo not drawn) | -3.7%
CC(C)=CC1C(C(=O)NCCc2ccccc2)C1(C)C (stereo not drawn) | 2.5%
COc1ccccc1/C=C/c1nc2ccccc2[nH]1 | -17.4%
CC[C@]12C(=O)N(C)C[C@H]([C@@H]3C(=O)N(C)C(=O)[C@@H]31)N2C(=O)c1ccc(C)cc1 | 0.9%
CCN1C(=O)[C@H]2[C@@H](c3ccc(C)cc3)N3C(=O)N(c4cccc(Br)c4)C(=O)[C@@]3(C)[C@H]2C1=O | -8.5%
CC1=C(N2CCCCC2)CCC1=O | 4.3%
CCN(CC)S(=O)(=O)c1ccc(N2CCN(C)CC2)c(NC(=O)CN2C(=O)NC3(CCCCC3)C2=O)c1 | 16.9%
O=C(CN1C(=O)CSc2ccc(S(=O)(=O)N3CCCCCC3)cc21)NCCc1ccccc1 | 5.4%
Cn1c(N)cc(=O)n(C)c1=S | 8.1%
Cc1nc(C(=O)Nc2ccc(Cl)cc2)sc1C1(C)CC(c2cccc([N+](=O)[O-])c2)=NO1 (stereo not drawn) | 11.2%
CC(=O)c1cccc(NC(=O)c2sc3nc4c(cc3c2N)CCCC4)c1 | 4.9%
Cc1ccc(S(=O)(=O)Nc2ccc3ccccc3c2)cc1 | -19.7%
Cc1cc(-c2ccccc2)cc(C)n1 | -9.7%
COC(=O)C(CCC(C(=O)OC)N1C(=O)c2ccccc2C1=O)N1C(=O)c2ccccc2C1=O (stereo not drawn) | 2.4%
CCn1c2ccccc2c2cc(C#N)c(N)nc21 | -18.6%
CN(C)c1ccc(C=C2SC(=S)NC2=O)cc1 | -34.2%
CC(Nc1nc(-c2ccc(F)cc2)cs1)c1nc2cc(Cl)c(N3CCCCC3)cc2n1CCCO (stereo not drawn) | -21.6%
O=C1CCC[C@@H]2C[C@@]3(C[C@@H]4CCN1[C@H]24)Nc1cc(Cl)c(Cl)cc1NC3=NCc1ccccc1 | -5.3%&-6.6%
CN(C(=O)c1cccc(NC(=O)Cc2ccc(NC(=O)C3CCN(C(=O)c4ccccc4)CC3)cc2)c1)C1CCCCC1 | 3.5%
CCc1cccc(-n2c(SCC(=O)c3c(N)n(C4CC4)c(=O)[nH]c3=O)nnc2N2CCOCC2)c1 | 21.6%
COC(C/C=C/[C@H](O)[C@@H](C)OCc1ccccc1)OC | 17.9%
C=CCOc1cccc(C(=O)N(C)C2CCCN(Cc3ccccc3F)C2)c1 (stereo not drawn) | -19.4%
CCOc1ccc(NC(=O)CN(C)C(=O)C2COc3ccccc3O2)cc1OCC (stereo not drawn) | 9.9%
CCN1CCC(O)(C(C(=O)O)c2ccccc2)CC1 (stereo not drawn) | 1.8%
CCCC[C@@H]1CN=C(N)N1CC(C)(C)C | -7.8%
C=CCOc1ccc2c(c1)CCC1C2CCC2(C)C(O)C(O)CC12 (stereo not drawn) | -1.3%
CNc1ccc(N=Nc2cccc3ncccc23)cc1 | -6.8%
CCC(C(=O)NC1CCCC1)n1c2ccccc2c2nc(=O)cc(C)n21 (stereo not drawn) | -0.8%
CCc1ccccc1N(C)C | 8.1%
O=[N+]([O-])c1cc2ccccc2nc1-c1ccccc1 | -4.3%
COc1ccccc1C(c1c(O)nc(SC)[nH]c1=O)c1c(O)nc(SC)[nH]c1=O | 1.4%
Cc1cccc(N(CC(=O)N(C)Cc2ccccc2)S(=O)(=O)c2ccccc2)c1C | 12.3%
CC(C)CC(NC(=O)C1CCC(C)CC1)C(=O)OCC(=O)c1ccc(Cl)cc1 (stereo not drawn) | 19.7%
N#CC(c1ccc(O)cc1)N1CCN(C(C#N)c2ccc(O)cc2)CC1 (stereo not drawn) | -0.6%
COc1ccc(CNC[C@H]2O[C@@H](n3ccc(=O)[nH]c3=O)[C@H](O)[C@@H]2O)cc1OC | -4.4%
CCOC(=O)C1=C(C)NC(=O)NC1c1cn(-c2ccccc2)nc1-c1ccc(OC(C)C)cc1 (stereo not drawn) | -9.5%
COc1ccc(C(=O)C[n+]2cccc3cc(Cl)ccc32)cc1 | -5.0%
Cc1cc(N)ncc1[N+](=O)[O-] | -9.6%
N#Cc1ccc(C=NN2CCCCCC2)cc1 | -4.5%
C#CCNC(=O)C1=C[C@H](C(C)(C)C)C[C@H](OCCCCO)O1 | -18.4%

Other results:
SMILES | FEN1 inhibitor
CN(C)c1ccc(C=C2C=Cc3ccccc32)cc1 | -4.8%
Cc1nn(-c2ccccc2)c(Cl)c1/C=C(/CC(=O)O)c1nc2ccccc2s1 | 9.2%
Cc1ccc(NC2(C(N)=O)CCCC2)cc1 | -10.6%
CCN1C(=O)CC2CCCC1C2 (stereo not drawn) | 3.9%
CCOc1ccc(-n2nc3cc(C)c(NC(=O)CC)cc3n2)cc1 | -2.6%
O=C1O/C(=C\c2ccc(O)cc2)C(O)=C1c1ccc(O)cc1 | -7.3%
COc1cccc(-c2ccnc3c(-c4ccccc4)c(C)nn23)c1 | -22.7%
CC1(C)C(=O)CCC2(C)C1=CCC1C2C(=O)CC2(C)C1CCC2(O)C(=O)CO (stereo not drawn) | -0.9%
CCCCN1CC(COCc2ccccc2)OCCS1(=O)=O (stereo not drawn) | 13.1%
Nc1c(Cl)cc(-c2csc(N3CCCC3c3nc4cc(Cl)c(Cl)cc4n3CCCO)n2)cc1Cl (stereo not drawn) | 12.1%
CC1CCc2cccc3c(O)cc(=O)n1c23 (stereo not drawn) | ?
CC(C)c1ccc2c(c1)C(N1CCN(C)CC1)Cc1cccnc1S2 (stereo not drawn) | -7.0%
COc1ccc(C2C(C(C)=O)=C(C)N=c3s/c(=C\c4ccc5c(c4)OCO5)c(=O)n32)c(OC)c1 (stereo not drawn) | 5.0%

Part of the list above, with values ahead of the structure:
FEN1 inhibitor | structure
-8.4% | Cc1cc(=O)[nH]c(NN=Cc2c(Cl)cccc2Cl)n1
-1.7% | C[C@H]1CC[C@]2(O[C@H](CCO)C[C@H](O)[C@H]2O)O1

Compounds shown so far that have an NH in an aromatic ring (12):
SMILES | FEN1 inhibitor
Cc1cc(=O)[nH]c(NN=Cc2c(Cl)cccc2Cl)n1 | -8.4%
Cc1cn(CC(=O)NCC2CCCO2)c(=O)[nH]c1=O (stereo not drawn) | 11.5%
CCOc1ccc2[nH]cc(C(=O)N3CCN(C4CCCCC4)CC3)c(=O)c2c1 | 11.7%
CN1CCN(C(=O)c2ccc3c(=O)n(CCc4ccccc4)c(=S)[nH]c3c2)CC1 | 4.8%
CCN(C(=O)COC(=O)CCOc1cc(C)ccc1C)c1c(N)n(Cc2ccccc2)c(=O)[nH]c1=O | 23.9%
CCN(CC)CCCNc1nc2ccccc2c2[nH]c3ccc(OC)cc3c12 | 3.55µM*
CCCCN(C(=O)C1CC(=O)N(CCc2ccc(OC)c(OC)c2)C1)c1c(N)n(CC(C)C)c(=O)[nH]c1=O (stereo not drawn) | -21.0%
Cc1cccc2c(N=NC(=O)C(C)n3cnc4ccccc4c3=O)c(O)[nH]c12 (stereo not drawn) | -3.7%
COc1ccccc1/C=C/c1nc2ccccc2[nH]1 | -17.4%
CCc1cccc(-n2c(SCC(=O)c3c(N)n(C4CC4)c(=O)[nH]c3=O)nnc2N2CCOCC2)c1 | 21.6%
COc1ccccc1C(c1c(O)nc(SC)[nH]c1=O)c1c(O)nc(SC)[nH]c1=O | 1.4%
COc1ccc(CNC[C@H]2O[C@@H](n3ccc(=O)[nH]c3=O)[C@H](O)[C@@H]2O)cc1OC | -4.4%
